Screens from PubChem BioAssay.
HTRA1 inh: inhibitors of human serine peptidase HTRA1 | 340,000 compounds, 0.5% hits | Q92743 | inhibition, % at 5.96 µM | recombinant HTRA1, FP-rhodamine activity-based probe, fluorescence polarization | AID 504803; in the data active means inhibition above about 36%;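 further: 0% = enzyme with DMSO and 100% = wells lacking enzyme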
Target sequence (Q92743 whole entry, looked up): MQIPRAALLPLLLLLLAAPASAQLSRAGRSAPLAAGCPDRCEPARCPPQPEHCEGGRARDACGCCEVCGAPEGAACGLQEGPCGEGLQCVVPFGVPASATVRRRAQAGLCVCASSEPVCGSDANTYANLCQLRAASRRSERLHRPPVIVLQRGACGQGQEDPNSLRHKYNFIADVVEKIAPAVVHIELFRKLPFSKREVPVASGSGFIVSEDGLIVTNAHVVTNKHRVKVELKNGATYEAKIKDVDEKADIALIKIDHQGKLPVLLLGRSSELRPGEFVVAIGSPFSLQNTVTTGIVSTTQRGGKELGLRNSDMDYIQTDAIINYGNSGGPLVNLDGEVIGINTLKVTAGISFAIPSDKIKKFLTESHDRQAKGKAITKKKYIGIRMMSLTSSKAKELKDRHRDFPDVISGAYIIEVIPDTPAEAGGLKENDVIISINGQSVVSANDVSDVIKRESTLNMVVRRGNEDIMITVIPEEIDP
GC-A act: GC-A (human) enzyme activation | P16066 | HEK293 GC-A cells, cGMP TR-FRET, EC30 ANP; 0% at EC30 ANP, 100% saturating ANP | activation, % at 10 µM | 370,000 compounds, 0.14% hits; in the data active means activation above about 40%
rCAG RNA binder: binds r(CAG) RNA repeats | r(CAG) RNA repeat, TO-PRO-1 dye displacement fluorescence | inhibition, % at 3 µM | 370,000 compounds, 1.3% hits;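 active means inhibition above the plate cutoff, the mean of all test compounds on that plate plus 3 SD, cut at about 35% in these data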;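 further: 0% = DMSO alone and 100% = 100 µM mitoxantrone as full dye displacement; higher means more dye released from RNA so lower well fluorescence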
TCR CD3 inh: inhibitors of human TCR-CD3 interaction. TAMRA-labeled TCR probe fluorescence, biochemical. inhibition, % at 9.4 µM. 360,000 compounds, 0.37% hits. AID 651800; in the data active means inhibition above about 19%;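 further: recombinant mutant TCR 2C K166C tagged with TAMRA read by polarization; 0% = receptor in buffer alone and 100% = receptor with positive control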
NPR2 activator: GC-B (human) receptor activation. HEK293-GC-B cells, CNP EC30, cGMP TR-FRET; 0% at EC30 CNP, 100% saturating CNP. 370,000 compounds, 0.11% hits. activation, % at 10 µM;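 active means activation at 10 µM reaching about 35% in either raw or pattern-adjusted values, limit read from the data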
mABHD4 FP: inhibits mouse alpha/beta hydrolase domain 4. Q8VD66. purified mABHD4, FP-Rh probe fluorescence polarization. inhibition, % at 8.92 µM. 370,000 compounds, 0.54% hits;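 active means inhibition exceeding the mean over every tested compound plus 3 SD, cut at about 30% in these data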;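 further: 0% = plate median of compound wells and 100% = S159A mutant with DMSO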
Target sequence (Q8VD66 whole entry, looked up, the tested form may be a part): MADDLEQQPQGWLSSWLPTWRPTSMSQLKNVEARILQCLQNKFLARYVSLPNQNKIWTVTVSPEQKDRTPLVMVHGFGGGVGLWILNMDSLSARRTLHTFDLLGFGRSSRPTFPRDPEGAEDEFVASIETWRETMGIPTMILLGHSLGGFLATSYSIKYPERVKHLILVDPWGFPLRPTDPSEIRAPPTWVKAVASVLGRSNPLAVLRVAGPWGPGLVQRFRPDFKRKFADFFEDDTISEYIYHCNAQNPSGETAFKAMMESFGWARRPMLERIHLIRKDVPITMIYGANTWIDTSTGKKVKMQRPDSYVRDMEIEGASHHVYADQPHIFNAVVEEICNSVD
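Test system: mABHD4 protein | Buffer or medium: HEPES pH 7.0 buffer, 150 mM NaCl, 0.01% Pluronic F-127 | Probe or stimulus: FP-Rh fluorescent activity-based probe, added after compound pre-incubation | Timing: Pre-incubation 45 min, probe exposure 60 min, at 25 °C | Technique: Fluorescence polarization, excitation 525 nm, emission 598 nm, BODIPY TMR filters | Repeats: Single well per compound (singlicate)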
UHRF1 MBD2 ctr: blocks human UHRF1 binding to methylated DNA. Q96T88. UHRF1 binding to methylated oligo, TR-FRET. inhibition, % at 4.4 µM. 370,000 compounds, 0.75% hits. AID 687016; in the data active means inhibition above about 21%;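 further: UHRF1 SRA domain binding a hemimethylated CpG hairpin DNA probe; 0% = median of test compound wells and 100% = reference inhibitor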
MBD2 DNA inh: inhibitors of human MBD2 binding to methylated oligonucleotide; Q9UBB5; TR-FRET; inhibition, % at 4.4 µM; 370,000 compounds, 0.31% hits; AID 686964; in the data active means inhibition above about 13%
PRMT1 FP inh: PRMT1 (human) inhibition, primary screen. recombinant PRMT1, activity-based probe fluorescence polarization. inhibition, % at 2.79 µM. 370,000 compounds, 1.3% hits. AID 652257;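 active means inhibition above about 21% made by adding two undisclosed values, limit read from the data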
SIAE primary: human SIAE inhibition, primary screen; AID 1053197; Q9HAT2; SIAE FP-Rh probe binding, fluorescence polarization; inhibition, % at 9.66 µM; 370,000 compounds, 0.69% hits;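 active means inhibition above a cutoff: mean of compounds within the control limits plus 3 SD of those, cut at about 17% in these data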;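 further: 0% = plate median of compound wells and 100% = probe without SIAE protein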
* = called active by the depositor; x = not tested or not shown. Some of the compounds tested, so the mix of outcomes need not match the whole.

SMILES	HTRA1 inh	GC-A act	rCAG RNA binder	TCR CD3 inh	NPR2 activator	mABHD4 FP	UHRF1 MBD2 ctr	MBD2 DNA inh	PRMT1 FP inh	SIAE primary
Cc1cc(=O)oc2c(N)c(O)ccc12	-1	-8	0	-4	-9	7	-5	-2	4	9
Cc1ccc(NC(=O)c2ccc3ccccc3n2)cc1S(=O)(=O)N1CCOCC1	-6	2	-1	-1	7	-3	2	-1	-1	-12
CCOC(=O)C1CCN(c2ncnc3c2oc2ccc(Br)cc23)CC1	-22	10	-1	-6	-3	-12	0	2	-1	-4
CC(C)OCCCn1c(SC(C)C(=O)NC2CC2)nc2ccccc2c1=O (stereo not given)	-3	0	-7	7	-1	3	0	-1	1	4
O=C(COC(=O)[C@@H]1CC(O)CN1S(=O)(=O)c1ccc(Cl)c(Cl)c1)NC(=O)NCc1ccccc1 (stereo not given in full)	-7	1	4	-2	2	-42	2	-2	3	-7
O=C(NCc1ccccc1)c1onc(CSc2ccccc2)c1C(=O)NCc1ccccc1	-42	-1	5	4	-3	-20	-2	7	-1	-19
CCN(CC)CCOc1ccc2c(c1)C(=NNC(=O)c1ccccn1)c1cc(OCCN(CC)CC)ccc1-2	-8	-18	17	-4	-16	1	105*	109*	-5	2
CCOc1ccccc1C(=O)N1CCOCC1	10	-1	2	-1	-6	-2	0	2	1	-4
O=[N+]([O-])C1C(c2ccccc2)=NOC1c1ccccc1O (stereo not given)	-3	-4	-2	-11	1	0	1	5	5	-3
COc1ccc(CCNC(=O)CCCOc2cc(=O)n(C)c3ccccc23)cc1OC	2	-6	-6	6	-1	3	0	-2	-1	2
COCCCN1C(=O)C(O)=C(C(C)=O)C1c1ccccn1 (stereo not given)	-2	3	-1	2	7	5	2	5	2	-3
COc1ccc(Cl)cc1NC(=S)N(CCN1CCOCC1)C1CCN(C(C)=O)CC1	-5	0	-3	-12	0	-1	1	6	3	5
Cc1c(NC(=O)C2CCCN(S(=O)(=O)c3cccc4ccccc34)C2)c(=O)n(-c2ccccc2)n1C (stereo not given)	x	3	4	x	-6	5	-3	-7	-2	4
O=C(O)c1cn(-c2ccc(F)c(F)c2)c2c(F)c(F)c(F)c(F)c2c1=O	-5	-1	-1	6	1	2	-5	3	3	20*
COC(=O)COc1ccc(S(=O)(=O)N2CCc3ccccc3C2)cc1C	-11	2	-1	-3	7	-11	0	4	1	-1
CCCNc1[nH]c(=O)n(C)c(=O)c1N=O	0	-2	2	-3	2	0	-2	-8	-1	0
Cc1cc([N+](=O)[O-])nn1CCCC(=O)Nc1cc(Cl)ccc1Cl	-8	-6	0	1	1	-4	-1	-4	-1	-1
COc1cc(C)c(CN2CCN(C(=O)CCC(=O)c3ccc(C)s3)CC2)cc1OC	7	-3	3	10	-2	-1	0	3	-4	4
CC(C)Oc1cccc(C(=O)C2CCCN(C(=O)c3ccc4c(c3)OCO4)C2)c1 (stereo not given)	-4	1	-8	3	-3	-6	4	1	1	-2
O=C(Nc1c(S(=O)(=O)c2ccc(Cl)cc2)csc1Br)c1ccccc1Cl	1	-1	2	6	-3	1	0	1	2	0
COc1ccc(-c2nc(-c3ccccc3)c(-c3cc([N+](=O)[O-])ccc3C)[nH]2)cc1O	22	-12	17	0	-20	-25	0	6	3	15
COC(=O)c1ccc(SCc2cnc(Cl)s2)cc1	1	8	-3	2	4	-5	-1	3	-1	-1
COC(=O)[C@@]12C[C@@H](CC(=O)N3CCCCC3)C(=O)N(Cc3ccco3)C1=CCC(C)(C)C2	x	1	-2	5	1	3	-2	-8	-4	2
CN(Cc1ccccc1)S(=O)(=O)c1ccccc1[N+](=O)[O-]	-4	-1	-2	-1	-1	-6	2	1	-5	7
CC(C)(C)OC(=O)N1CCC[C@H]1C(=O)N1CCC[C@H]1C(=O)NCc1ccncc1	x	0	0	2	-3	-5	-1	3	-2	-10
N#CCCCc1cn(-c2ccc(-c3noc4c3C(=O)N(CC(=O)N3CCOCC3)CC4)cc2)nn1	x	2	0	x	-4	0	4	2	-8	2
CN(C)S(=O)(=O)c1ccc(C(=O)Oc2cc(=O)[nH]c3ccccc23)cc1	-3	3	1	0	-3	13	-2	0	0	5
COC(=O)[C@]12C[C@H](CC(=O)NCC34CC5CC(CC(C5)C3)C4)C(=O)N(Cc3cccc4ccccc34)C1=C[C@H](C(C)(C)C)O[C@@H]2C	x	0	2	x	4	1	-1	-3	2	3
COc1ccc(-c2cnc(C(O)c3ccc(OC)c(F)c3)[nH]2)cc1 (stereo not given)	x	1	3	-1	1	1	0	-3	-1	3
CCOc1ccc2nc(N(CCN(C)C)C(=O)c3ccc4ccccc4c3)sc2c1	-1	2	-2	4	-4	9	1	9	6	0

Profiles, looked up by structure.
COC(=O)[C@]12C[C@H](CC(=O)NCC34CC5CC(CC(C5)C3)C4)C(=O)N(Cc3cccc4ccccc34)C1=C[C@H](C(C)(C)C)O[C@@H]2C is listed with HTRA1 inh = x; GC-A act = 0; rCAG RNA binder = 2; TCR CD3 inh = x; NPR2 activator = 4; mABHD4 FP = 1; UHRF1 MBD2 ctr = -1; MBD2 DNA inh = -3; PRMT1 FP inh = 2; SIAE primary = 3
COc1ccc(-c2cnc(C(O)c3ccc(OC)c(F)c3)[nH]2)cc1 (stereo not given) is listed with HTRA1 inh = x; GC-A act = 1; rCAG RNA binder = 3; TCR CD3 inh = -1; NPR2 activator = 1; mABHD4 FP = 1; UHRF1 MBD2 ctr = 0; MBD2 DNA inh = -3; PRMT1 FP inh = -1; SIAE primary = 3

(listing goes on)
SMILES	HTRA1 inh	GC-A act	rCAG RNA binder	TCR CD3 inh	NPR2 activator	mABHD4 FP	UHRF1 MBD2 ctr	MBD2 DNA inh	PRMT1 FP inh	SIAE primary
O=C(O)CC1(C(=O)O)CCCC1	-1	2	1	3	-2	3	0	-2	-1	1
C#CC[N+](C)(C)CC#Cc1ccccc1	-4	2	2	4	0	-3	-1	-2	-2	-2
COc1ccc(NC(=O)COC(=O)c2ccco2)c([N+](=O)[O-])c1	6	3	1	0	0	6	-1	4	5	0
C=CCSc1nnc(NC(=O)COc2ccc3ccccc3c2)s1	-7	-1	1	8	0	-1	-3	-1	3	-1
Cc1ccccc1N(C(=O)CCC(=O)Nc1ccccn1)C(C(=O)NC(C)C)c1ccc(O)cc1 (stereo not given)	-3	-3	-9	-6	6	-6	3	8	-3	11
Cc1ccc(S(=O)(=O)c2c(N)n(/N=C/c3ccco3)c3nc4ccccc4nc23)cc1C	-16	8	16	6	3	-7	-3	-1	2	-30
COC(=O)C1CN(C(=O)C(C)Oc2cc(C)ccc2C(C)C)c2ccccc2O1 (stereo not given)	-18	-15	-6	2	-3	-8	-2	-2	-3	-4
CN(C)c1ccc(/C=N/NC(=O)c2ccc3c(c2)OCO3)cc1	5	-10	-1	2	-4	0	-4	-8	-5	12
CC1CCCC(C)N1C(=O)COC(=O)c1cccnc1Cl (stereo not given)	10	2	-5	0	1	-7	2	10	4	-6
COc1ccc(CCNC(=O)CCC(=O)NC2CCCCC2)cc1OC	-1	-2	-6	2	4	1	1	4	2	-2

Next section (four carried over from the part before).
SMILES	HTRA1 inh	GC-A act	rCAG RNA binder	TCR CD3 inh	NPR2 activator	mABHD4 FP	UHRF1 MBD2 ctr	MBD2 DNA inh	PRMT1 FP inh	SIAE primary
COC(=O)C1CN(C(=O)C(C)Oc2cc(C)ccc2C(C)C)c2ccccc2O1 (stereo not given)	-18	-15	-6	2	-3	-8	-2	-2	-3	-4
CN(C)c1ccc(/C=N/NC(=O)c2ccc3c(c2)OCO3)cc1	5	-10	-1	2	-4	0	-4	-8	-5	12
CC1CCCC(C)N1C(=O)COC(=O)c1cccnc1Cl (stereo not given)	10	2	-5	0	1	-7	2	10	4	-6
COc1ccc(CCNC(=O)CCC(=O)NC2CCCCC2)cc1OC	-1	-2	-6	2	4	1	1	4	2	-2
Cc1ccc(CN2CC(C(=O)N3CCN(c4ccccc4Cl)CC3)CC2=O)cc1 (stereo not given)	-5	0	-3	0	-2	-5	0	-7	-5	0
O=C(CN1C(=O)S/C(=C\c2ccc(Cl)cc2)C1=O)NCCCn1ccnc1	1	0	1	-5	-2	13	-9	3	9	1
CCN(C(=O)CCNC(=O)Cn1cnc2ccccc2c1=O)c1ccccc1F	4	0	-1	5	8	-5	1	2	3	2
CCOC(=O)C1=C(C)N(CCCC(=O)O)C(=O)NC1c1ccc(Br)cc1 (stereo not given)	x	-2	1	-6	2	-9	1	-5	0	12
COc1ccccc1N1CCN(C(=O)CCCn2nc(C)c([N+](=O)[O-])c2C)CC1	1	2	-6	-6	1	2	3	2	3	6
Cc1cccc(NC(=O)CN2C(=S)NC(C)(C)CC2C)c1C (stereo not given)	5	1	0	1	12	-3	-2	6	0	2
CC1=C(C(=O)Nc2ccccc2C(F)(F)F)C(c2sccc2C)NC(=S)N1 (stereo not given)	3	0	0	-1	-1	8	2	-2	4	5
CC(C(=O)OCC(=O)N(C)C1(C#N)CCCCC1)N1C(=O)c2ccccc2C1=O (stereo not given)	1	0	1	0	-1	6	-2	-4	-2	-3
C[C@H]1CCCN1c1cccc2c1S(=O)(=O)N1CC[C@H](C1)O2	x	1	2	x	8	3	4	5	2	7
Cc1ccc(OCC(=O)OCC(=O)N2c3ccccc3CC2C)cc1C (stereo not given)	-14	4	-3	0	-11	0	-2	-3	-3	0
CC(c1ccccc1)n1c(Cn2ncc3ccccc3c2=O)n[nH]c1=S (stereo not given)	-6	3	1	10	6	6	2	0	2	2
Cc1c(Cl)ccc2c1NC(=O)[C@]21[C@@H]2C(=O)N(Cc3ccccc3)C(=O)[C@@H]2[C@@H]2CCCN21	-17	-6	2	-7	-2	-10	0	4	2	-5
CN1CCc2nc(NC(=O)COc3ccc4ccccc4c3)sc2C1	-34	3	0	3	3	-5	-2	-2	-1	-5
NS(=O)(=O)c1cccc(NC(=O)COc2ncnc3c2cnn3-c2ccccc2)c1	-4	0	17	5	0	-5	-1	-2	1	-11
CCCCCCN=C1CC(C)(C)CC(=O)/C1=C(/O)CCC	-4	-3	-8	-16	3	-6	23*	2	-2	7
